High-throughput results deposited in PubChem by several laboratories.
NSD2 HMT inh: blocks human histone methyltransferase NSD2; NSD2 peptide methylation, AlphaScreen, 120 min; AID 743445; O96028; actives 0.54% (n = 310,000); inhibition, % at 12.5 µM; in the data active means inhibition above about 50%
HTR5A inv ctr: inverse agonist of human HTR5A in OPRM1-OPRD1 counter-screen | P47898 | HTR5A cell line, luminescence, inverse agonism | inhibition, % at 9.3 µM | actives 0.083% (n = 340,000); in the data active means inhibition mostly above about 23%, no sharp cut-off; inactive means mostly below about 18%;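 further: 0% = cells with DMSO and 100% = no-cell wells with DMSO; some compounds called inactive have numbers as strong as hits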
Target sequence (P47898 whole entry, looked up): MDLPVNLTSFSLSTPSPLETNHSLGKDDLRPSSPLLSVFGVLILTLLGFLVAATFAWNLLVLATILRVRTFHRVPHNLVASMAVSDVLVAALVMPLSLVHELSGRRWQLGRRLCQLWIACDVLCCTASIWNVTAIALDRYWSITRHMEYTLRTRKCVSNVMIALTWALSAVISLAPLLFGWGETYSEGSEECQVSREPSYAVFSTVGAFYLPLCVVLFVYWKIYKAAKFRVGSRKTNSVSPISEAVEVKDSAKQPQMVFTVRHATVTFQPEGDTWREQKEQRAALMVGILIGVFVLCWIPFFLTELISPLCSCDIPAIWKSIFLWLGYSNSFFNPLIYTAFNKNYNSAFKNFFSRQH
CDK5 p35 inh: inhibitors of human CDK5/p35 kinase. Q00535+Q15078. Recombinant CDK5/p35, ADP-Glo luminescence, 60 min. inhibition, % at 10 µM. actives 0.01% (n = 330,000). AID 488839;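 active means highest replicate inhibition of at least 50% and at least 75% of replicates reaching 50%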;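 further: plate controls were DMSO neutral control for no effect and GW8510 at 10 µM for full effect; many of its hits are not listed in these tables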
MITF TRPM1 HTS: MITF TRPM1 promoter activation in melanoma cells; SK-MEL-5 TRPM1-promoter luciferase, 24 h; % of positive control, neutral wells = 0; activation, % at 12.5 µM; actives 0.75% (n = 300,000);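 active means mean activation of at least 80% with every replicate also reaching 80%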;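 further: 0% = neutral control wells and 100% = parthenolide positive control wells; values of inactives mirror those of a sister screen read the other way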
HTR5A ag ctr: activates human HTR5A in OPRM1-OPRD1 agonist counter-screen; HTR5A agonist assay, luminescence, cell-based; activation, % at 9.3 µM; actives 0.61% (n = 340,000); in the data active means activation mostly above about 9.5%, no sharp cut-off; inactive means mostly below about 7.6%;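 further: 0% = cells with vehicle only and 100% = reference agonist; strong numbers were not always called active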
V-ATPase pH: regulators of yeast V-ATPase proton transport; S. cerevisiae, pHLuorin cytosolic pH fluorescence; response, % at 10 µM; actives 0.37% (n = 350,000); in the data active means response mostly above about 7.3%, no sharp cut-off; inactive means mostly below about 5.4%; further: actives read high; inactives centre near 0; some compounds called inactive have numbers as strong as hits; reference of the scale not given here
PvdQ inh: P. aeruginosa PvdQ acylase inhibition | inhibition, % at 10 µM | AID 488965 | purified PvdQ acylase, fluorescence plate reader | actives 0.063% (n = 340,000); in the data active means inhibition above about 30%, passing the limit was not always enough;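 further: 0% = vehicle neutral wells and 100% = reference inhibitor wells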
Wnt bcat act: activators of Wnt/beta-catenin signaling | Wnt/beta-catenin reporter cell assay, activator, plate reader | activation, % at 9.35 µM | actives 1.2% (n = 300,000); in the data active means activation above about 30%, passing the limit was not always enough;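 further: 0% = neutral control wells and 100% = positive control wells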
SR-BI HDL uptake: inhibitors of mouse SR-BI mediated HDL lipid uptake; ldlA[mSR-BI] CHO cells, DiI-HDL uptake fluorescence, 3 h; Q61009; actives 0.96% (n = 320,000); inhibition, % at 12.5 µM;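 active means mean replicate inhibition of at least 70% and a set share of replicates each scoring 70 or more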;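 further: 0% = median of neutral control wells and 100% = median of positive control wells; values of inactives mirror those of a sister screen read the other way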
Target sequence (Q61009 whole entry, looked up): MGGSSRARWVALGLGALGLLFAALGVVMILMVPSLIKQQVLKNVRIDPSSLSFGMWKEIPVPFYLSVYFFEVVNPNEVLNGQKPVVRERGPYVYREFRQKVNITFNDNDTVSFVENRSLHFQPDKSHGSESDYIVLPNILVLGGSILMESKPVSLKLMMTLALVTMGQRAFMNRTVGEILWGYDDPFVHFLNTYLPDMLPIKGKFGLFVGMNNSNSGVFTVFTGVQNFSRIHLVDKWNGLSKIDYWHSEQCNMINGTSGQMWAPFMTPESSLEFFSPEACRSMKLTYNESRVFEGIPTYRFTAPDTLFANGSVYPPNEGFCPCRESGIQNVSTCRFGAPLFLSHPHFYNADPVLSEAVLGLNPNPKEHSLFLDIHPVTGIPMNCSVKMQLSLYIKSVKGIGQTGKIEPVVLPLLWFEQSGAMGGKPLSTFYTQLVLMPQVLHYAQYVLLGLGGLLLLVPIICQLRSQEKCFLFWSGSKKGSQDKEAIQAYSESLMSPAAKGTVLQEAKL
dFosB act: enhances mouse delta FosB homodimer DNA binding. activation, % at 25 µM. P13346. purified delta FosB, TAMRA-CDK5 oligo fluorescence polarization; percent of positive-control signal above neutral wells. actives 0.99% (n = 340,000);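 active means mean activation above about 17%, with every replicate also reaching it, limit read from the data, passing the limit was not always enough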;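 further: fluorescence polarization rise as delta FosB binds a TAMRA Cdk5 AP-1 oligo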
The depositor's hits bear a star; nt = not tested or not shown.

molecule,NSD2 HMT inh,HTR5A inv ctr,CDK5 p35 inh,MITF TRPM1 HTS,HTR5A ag ctr,V-ATPase pH,PvdQ inh,Wnt bcat act,SR-BI HDL uptake,dFosB act
NNC(=O)CC12CC3CC(C1)CC(n1ncnn1)(C3)C2,-2,-7,-1.9,2,2,1,-2,0,-22,1
Oc1ccc(/C=N/N=C(c2ccccc2)c2ccccc2)c(O)c1O,76*,2,0.2,1,6,8,-5,nt,58,-12
O=C(CC1NCCNC1=O)Nc1ccc(Oc2ccccc2)cc1 (stereo not given),2,9,-0.9,22,1,0,3,0,-9,3
COc1ccccc1C(CNc1ncccc1[N+](=O)[O-])N(C)C (stereo not given),15,19,-2.5,-9,10,-2,0,0,-25,1
O=C1CCN(Cc2cccnc2)CCN1[C@H](CO)c1ccccc1,nt,-11,-0.9,-4,1,2,-6,-2,1,-3
CN(C)CCOCCSc1ccc(Cl)cc1,5,28,0.3,4,3,-2,-3,-4,-18,4
COc1ccc(S(=O)(=O)NCC2CCCN(C(=O)CC3CCCC3)C2)cc1 (stereo not given),-2,-23,0.1,-7,8,5,11,-2,-11,-5
O=C(O)c1cccnc1Sc1ncnc2sc3c(c12)CCC3,3,-6,0.8,1,2,2,-5,0,-10,-3
CCNS(=O)(=O)c1ccc(NC(=O)Nc2cc(C)ccc2OC)cc1,7,5,0.0,10,-2,4,3,0,3,-7
Cc1cc(=O)[nH]c(N/N=C/c2ccc(-c3ccc(F)cc3)o2)n1,-3,-31,0.6,19,12,0,-9,9,22,7
COc1ccc(OC)c(NC(=O)C2CCCN2C(=O)OCc2ccccc2)c1 (stereo not given),2,-22,0.7,-3,7,0,-4,nt,27,4
Clc1ccc(-n2nnnc2-c2cnc(-c3ccccn3)nc2-c2cccs2)cc1,10,-24,1.3,nt,1,1,1,-7,0,-8
COc1ccc(C(c2sc3nc(C)nn3c2O)N2CCc3ccccc3C2)cc1 (stereo not given),nt,-7,0.7,nt,2,2,1,-2,-5,-11
COc1ccc(S(=O)(=O)N(CCc2ccccc2)CC(=O)O)cc1,1,9,-6.0,nt,8,2,-15,nt,-9,8
Cn1c(=O)c2c3c(sc2n2c(SCC(N)=O)nnc12)CC(C(C)(C)C)CC3 (stereo not given),2,-3,-1.4,-2,10,-7,8,-7,2,-18
CCN(Cc1ccccc1)S(=O)(=O)c1c(C)[nH]c(C)c1C(=O)N1CCCCC1,1,-7,-0.3,2,2,2,-14,4,-4,-8
COCCCn1c(C(=O)N2CCOCC2)cc2c(=O)n3ccccc3nc21,8,-16,-0.6,-7,0,-5,0,1,-21,2
O=C(Nc1ccc(N2CCOCC2)c(Cl)c1)c1ccc(-n2cnnc2)cc1,1,20,1.2,-9,-1,1,-19,-5,-14,3
O=C(COC(=O)c1ccc2c(c1)OCCO2)NCc1ccccc1,-4,8,1.1,-3,-2,2,-16,nt,-11,2
Cc1ccc(C(=O)N/C(=C\c2ccccc2)C(=O)NCCCn2ccnc2)cc1,-2,-7,0.4,-5,3,-2,-3,0,-13,-3
C=CCn1c(SCc2nc3cc(C(F)(F)F)ccc3c(=O)[nH]2)nc2sc(CC)cc2c1=O,7,-12,-0.1,-4,3,0,-9,-1,-14,-2
COc1cccc(NS(=O)(=O)c2ccc3[nH]cc(C(=O)N(C)Cc4ccco4)c(=O)c3c2)c1,9,4,0.5,1,-2,-1,-5,nt,11,-10
CNC(=O)COC(=O)c1cc(=O)[nH]c2ccccc12,-4,-2,0.2,-7,0,-5,-7,nt,-15,-1
COc1ccccc1C(=O)NCCC(=O)NC1CCCCCC1,-4,-11,0.1,12,-1,-3,1,1,12,-1
CC(C)(C)c1ccc(S(=O)(=O)Nc2cccnc2)cc1,0,-13,2.3,-4,4,4,11,nt,-17,-1
CC1CCN(S(=O)(=O)c2ccc3c(c2)oc(=O)n3C)CC1,1,16,-0.7,-9,-6,0,-7,-1,nt,0
O=C(NNc1c(F)c(F)cc(F)c1F)C1CCN(S(=O)(=O)c2ccccc2F)CC1,9,-6,-0.1,0,-4,1,-5,0,79*,-1
COCCN1CCN(C(=O)c2cc(COc3cncc(Cl)c3)on2)CC1,-2,-21,-3.7,-8,9,-5,4,-2,-6,-7
Cc1nc(C(Cl)(Cl)Cl)nc2[nH]ccc(=O)c12,2,-7,-0.3,-6,3,0,-1,-1,-10,-5
CCN(CC)c1ccc(NC(=O)COC(=O)/C=C/c2nc3ccccc3s2)cc1,1,11,1.4,4,7,-2,13,6,-7,-7
C/C(CC(=O)Nc1ccc(OCc2ccccc2)cc1)=N\NC(=O)C(=O)Nc1ccc(C)c(Cl)c1,nt,2,-0.9,54,3,-2,6,nt,62,-1
Cc1[nH]nc(-c2ccc(O)cc2O)c1Oc1ccccc1,3,-19,-1.8,-7,9,4,1,-3,-2,-2
CCCSCCCNC(=O)Cn1cc2c(n1)CCC(C)C2 (stereo not given),nt,-3,-0.4,-4,1,-1,-9,0,-21,-5
CC1(C)Cc2c(ccc3ccccc23)-c2nnc(-c3cccnc3)n21,0,0,-1.5,0,3,-1,3,nt,-7,-17
O=C(COC(=O)C1CC(=O)N(c2ccccc2)C1)c1ccccc1 (stereo not given),nt,-10,-1.4,11,4,4,5,-2,-6,1
CC(C)(C)C(=O)Nc1ncccc1C(O)c1cccc(C(F)(F)F)c1 (stereo not given),-5,-1,0.1,-9,0,0,-1,1,-9,4
COc1ccc(C2CC(=O)c3cnc(NC(=O)c4ccco4)nc3C2)cc1 (stereo not given),0,-2,-0.7,2,-2,0,6,0,0,-5
COC(=O)c1ccc(C(C(=O)NC2CCCCC2)N(C(=O)Cc2cccs2)C2CC2)cc1 (stereo not given),0,15,-0.7,nt,-5,0,2,nt,-4,1
CC1=NCCN1S(=O)(=O)c1cc([N+](=O)[O-])ccc1Cl,-2,8,-1.2,-1,-2,0,-18,1,-1,4
COc1ccc(CC(=O)N/N=C(\C)c2cccs2)cc1OC,1,-5,-2.8,14,1,0,-19,0,-10,3

Record cards, as listed above. Values in the order: NSD2 HMT inh, HTR5A inv ctr, CDK5 p35 inh, MITF TRPM1 HTS, HTR5A ag ctr, V-ATPase pH, PvdQ inh, Wnt bcat act, SR-BI HDL uptake, dFosB act
Entry for COCCN1CCN(C(=O)c2cc(COc3cncc(Cl)c3)on2)CC1 : -2, -21, -3.7, -8, 9, -5, 4, -2, -6, -7
Entry for CCN(Cc1ccccc1)S(=O)(=O)c1c(C)[nH]c(C)c1C(=O)N1CCCCC1 : 1, -7, -0.3, 2, 2, 2, -14, 4, -4, -8
Entry for CNC(=O)COC(=O)c1cc(=O)[nH]c2ccccc12 : -4, -2, 0.2, -7, 0, -5, -7, nt, -15, -1
Entry for CC1=NCCN1S(=O)(=O)c1cc([N+](=O)[O-])ccc1Cl : -2, 8, -1.2, -1, -2, 0, -18, 1, -1, 4
Entry for C=CCn1c(SCc2nc3cc(C(F)(F)F)ccc3c(=O)[nH]2)nc2sc(CC)cc2c1=O : 7, -12, -0.1, -4, 3, 0, -9, -1, -14, -2

Next section:
Values run as follows: NSD2 HMT inh	HTR5A inv ctr	CDK5 p35 inh	MITF TRPM1 HTS	HTR5A ag ctr	V-ATPase pH	PvdQ inh	Wnt bcat act	SR-BI HDL uptake	dFosB act
Cc1cc(-c2nnc(CCC(=O)NCc3cccc(C(F)(F)F)c3)o2)no1
  1	-13	-1.2	3	6	-2	-6	-2	-1	1
COc1ccccc1N(CC(O)COc1c(C)cc(C)cc1C)S(=O)(=O)c1ccccc1 (stereo not given)
  -1	2	-0.5	-2	2	0	-13	-2	0	1
NC(=O)C1CCN(C(=O)Cc2ccc(-c3ccccc3)cc2)CC1
  1	-8	-0.1	3	3	0	-9	2	nt	1
Cn1cnc2ccc([N+](=O)[O-])cc2c1=O
  -3	-3	0.3	-4	1	-1	-10	-1	-2	-3
CC(=O)Oc1ccc(/C=C2/CCc3ccccc3C2=O)cc1
  35	-14	15	75	-2	3	-2	13	3	-6
CCCn1c(C(C)Nc2nc(-c3cc(Cl)c(N)c(Cl)c3)cs2)nc2cc(Cl)c(N3CCCCC3)cc21 (stereo not given)
  nt	-5	1.0	6	-6	-3	-15	-5	14	-16
CC(Cn1nnc2ccccc21)C(=O)O (stereo not given)
  -6	-4	-0.3	-3	2	6	-10	2	1	1
O=C(CSc1cn[nH]n1)Nc1ccccc1F
  -2	15	0.4	2	-5	0	-22	1	-13	0
Cc1cccc(NC(=O)c2ccc(C)c(S(=O)(=O)N3CCCCC3)c2)n1
  -1	17	-0.1	47	1	5	-4	9	39	-6
COc1ccc(OC)c(CNc2ncc(-c3ccc(F)cc3)n2C)c1
  7	16	0.9	18	-4	-2	-6	-2	15	2
COCCN(C(=O)Cn1nnc2ccccc21)C(C(=O)NC1CCCC1)c1cc(OC)ccc1OC (stereo not given)
  2	21	1.6	-3	6	nt	-2	nt	-24	-8
COc1cc(O)cc2c1[C@@H]1Oc3c(ccc(O)c3CC=C(C)C)[C@@H]1CO2
  nt	-11	0.9	-17	-1	-1	-10	-2	85*	-6
COC(=O)CCC(C(=O)CN1C(=O)c2ccccc2C1=O)N1C(=O)c2ccccc2C1=O (stereo not given)
  0	11	-1.7	4	-3	1	-10	0	-7	3
CCC(=O)C1=C(O)C(c2cccc(Oc3ccccc3)c2)CCC1=O (stereo not given)
  0	-8	-1.2	15	3	1	5	0	-4	-4
COCCN(C(=S)Nc1ccc(OC)cc1)C1CCN(C(C)C)CC1
  -2	-13	-0.4	4	5	2	-11	nt	9	-3
CC1=C(C(N)=O)C(c2ccccc2F)NC(=O)N1 (stereo not given)
  -3	-9	1.2	4	-6	0	-9	nt	-26	-4
CC(=O)N1CCN(c2ccc(NC(=S)NC(=O)c3ccc(C)c([N+](=O)[O-])c3)cc2)CC1
  3	-17	0.5	nt	-2	0	-17	1	nt	-2
CC1(c2ccc(NC(=O)c3ccccc3F)cc2)CC1(Cl)Cl (stereo not given)
  -2	-4	0.3	nt	1	-1	-6	19	-14	2

Not a hit list; any-hit rate near 5%.
